Screening data (PubChem BioAssay)
CHO-K1 Ca antag = nonselective inhibitor or artifact in parental CHO-K1 cells | ATP-induced calcium, Fluo-8 fluorescence | AID 602250 | 0.6% of 360,000 active | inhibition, % at 3 µM;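 active = inhibition above a per-plate cutoff, the plate's mean sample inhibition plus 3 SD, cut at about 24% in these data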;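 note: 0% = DMSO plus EC80 ATP and 100% = DMSO alone without ATP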
CHO parental Ca = signal in parental CHO cells, OX1R antagonist counter-screen | 0.63% of 330,000 active | AID 463079 | parental CHO-K1, ATP-induced calcium, Fluo-8 fluorescence | inhibition, % at 5.6 µM;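 active = inhibition above that plate's mean sample inhibition plus 3 SD, cut at about 26% in these data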;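 note: 0% = ATP-challenged DMSO wells and 100% = DMSO wells without ATP; some compounds past the cut are filed as inactive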
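Assay system: untransfected parental CHO cell line. Also added: ATP agonist challenge. Dosing: one dose, 5.6 µM nominal. Measured by: Fluo-8 fluorescence. Read-out: % inhibition. Benchmarks: ATP wells versus no-ATP DMSO wells. Repeats: no replicates.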
CHRM1 agonist = human M1 muscarinic receptor agonism. activation, % at 3 µM. CHO-K1 hM1, Fluo-8 calcium fluorescence, agonist mode; 0% DMSO, 100% acetylcholine EC100. 0.33% of 360,000 active. AID 588814;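 active = activation above the run's mean compound activation plus 3 SD, cut at about 16% in these data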;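 note: peak over basal fluorescence ratio within a 140 s kinetic read after compound addition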
Target sequence (P11229 whole entry, looked up): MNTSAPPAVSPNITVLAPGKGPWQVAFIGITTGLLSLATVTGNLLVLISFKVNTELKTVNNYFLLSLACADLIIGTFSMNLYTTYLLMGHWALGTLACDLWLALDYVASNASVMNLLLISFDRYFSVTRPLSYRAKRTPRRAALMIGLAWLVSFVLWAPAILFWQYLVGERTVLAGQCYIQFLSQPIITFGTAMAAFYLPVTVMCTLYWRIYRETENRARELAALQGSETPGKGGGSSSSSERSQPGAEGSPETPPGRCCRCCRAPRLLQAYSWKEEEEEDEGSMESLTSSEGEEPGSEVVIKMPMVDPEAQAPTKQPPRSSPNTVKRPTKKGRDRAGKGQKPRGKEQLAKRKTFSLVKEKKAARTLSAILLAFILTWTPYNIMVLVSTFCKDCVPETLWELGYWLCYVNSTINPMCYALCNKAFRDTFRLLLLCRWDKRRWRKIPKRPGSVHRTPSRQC
CHRM1 antagonist = antagonists of human M1 muscarinic receptor. P11229. CHO-K1 hM1, Fluo-8 calcium fluorescence, ACh EC80 antagonist. inhibition, % at 3 µM. 1.3% of 360,000 active;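 active = percent inhibition above its own plate's cutoff, namely the mean of that plate's compound wells plus 3 SD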;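 note: peak over basal fluorescence ratio during 140 s after agonist addition; 0% = ACh EC80 plus DMSO and 100% = DMSO alone without agonist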
CHO-K1 Ca PAM = M1 PAM counterscreen hit in parental CHO-K1 cells | activation, % at 3 µM | 0.02% of 360,000 active | ATP EC20, Fluo-8 calcium fluorescence; 0% at ATP EC20, 100% at ATP max;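 active = activation above the run cutoff, the mean activation of all test compounds plus 3 SD, cut at about 40% in these data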;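 note: peak over basal fluorescence ratio in a 140 s read after ATP addition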
CHO-K1 Ca ag = M1 agonist counterscreen hit in parental CHO-K1 cells. Fluo-8 calcium fluorescence; scaled to maximal ATP response, vehicle zero. activation, % at 3 µM. 0.48% of 360,000 active; in the data active = activation above about 15%;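 note: untransfected CHO-K1 host cells lacking M1 receptor as counterscreen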
TAAR1 ag = human TAAR1 agonism; CHO RD-HGA16 TAAR1, Fluo-8 calcium fluorescence; vehicle wells 0%, saturating PEA agonist 100%; activation, % at 3 µM; 0.99% of 360,000 active;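 active = activation above the mean activation of all test compounds in the run plus 3 SD, cut at about 38% in these data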
Target sequence (Q96RJ0 whole entry, looked up): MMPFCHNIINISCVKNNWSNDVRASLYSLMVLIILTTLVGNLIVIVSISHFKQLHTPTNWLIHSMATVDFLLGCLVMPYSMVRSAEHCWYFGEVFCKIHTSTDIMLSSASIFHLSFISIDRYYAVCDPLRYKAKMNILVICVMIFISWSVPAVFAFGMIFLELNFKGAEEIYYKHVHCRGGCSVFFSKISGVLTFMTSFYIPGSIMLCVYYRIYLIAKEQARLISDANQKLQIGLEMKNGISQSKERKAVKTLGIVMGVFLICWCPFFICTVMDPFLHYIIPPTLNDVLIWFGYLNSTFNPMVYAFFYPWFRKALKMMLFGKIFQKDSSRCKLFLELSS
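Assay system – CHO-derived RD-HGA16 cells with stable Gα16 and human TAAR1 · Compound dosing – one-point dosing at 3 µM (nominal) · Incubation – 17-24 h seeding, 75 min 37 °C dye, 30 min RT · Measured by – kinetic Fluo-8 calcium fluorescence · Control set – DMSO vehicle as 0%, PEA at EC100 as 100% · Repeats – single well for each compound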
TAAR1 antag = antagonists of human TAAR1 | Q96RJ0 | CHO RD-HGA16 TAAR1, Fluo-8 calcium fluorescence, antagonist | inhibition, % at 3 µM | 1.5% of 360,000 active | AID 624466;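 active = inhibition above a per-plate cutoff, the mean inhibition of test compounds on that plate plus 3 SD, cut at about 49% in these data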;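 note: 0% = DMSO plus EC80 beta-PEA response and 100% = DMSO alone without agonist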
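Test system – hTAAR1-expressing CHO RD-HGA16 cells, Gα16-coupled · Reagent – β-PEA at EC80 concentration, post-compound challenge · Compound dosing – 3 µM, single point · Timing – 140 s kinetic read after compound, 140 s after agonist · Detection – Fluo-8 intracellular calcium dye fluorescence, real-time kinetic reads · Control set – DMSO and EC80 PEA controls · Repeats – n of 1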
CHRM1 PAM = human CHRM1 positive allosteric modulation | AID 588819 | activation, % at 3 µM | 0.088% of 360,000 active | CHO-K1 hM1, Fluo-8 calcium fluorescence, ACh EC20; 0% = ACh EC20, 100% = maximal ACh | P11229; in the data active = activation above about 19%, passing the limit was not always enough
The depositor's hits bear a star; / = not tested or not shown.

Structure	CHO-K1 Ca antag	CHO parental Ca	CHRM1 agonist	CHRM1 antagonist	CHO-K1 Ca PAM	CHO-K1 Ca ag	TAAR1 ag	TAAR1 antag	CHRM1 PAM
CCCC1=C(C(=O)OCC)C(c2ccc(N(C)C)cc2)n2ncnc2N1 (stereo not drawn)	-17	-6	-7	-5	14	0.3	13	-12	13
COC(=O)C(NC(=O)c1ccccc1)(Nc1cc(C)cc(C)n1)C(F)(F)F (stereo not drawn)	-12	-18	-5	7	13	0.4	1	-10	-9
Cc1cccc(-c2nc(C#N)c(N3CCCCCC3)o2)c1	-25	-25	-7	-12	11	1.1	4	9	4
O=C(Nc1ccc(S(=O)(=O)Nc2ncccn2)cc1)c1cccc(S(=O)(=O)N2CCCC2)c1	-16	2	-8	-16	13	0.3	0	3	3
O=c1c2ccccc2nc2n1CCN2Cc1ccc(Cl)cc1	7	2	5	10	-3	13	/	/	-12
C=CCn1c(SCC(=O)NC2CCCCC2)nnc1-c1sc(N)nc1C	13	13	-4	8	-6	-0.1	6	1	-3
CCN(CC)C(=O)c1[nH]cnc1C(=O)Nc1ccon1	-2	-12	-3	5	-4	0.3	2	6	1
O=C(N/N=C/c1cccc(O)c1)NC1CCCCC1	8	-8	0	0	4	3.1	6	-11	9
CCn1cc(Cl)c(C(=O)N2N=C(c3ccc4ccccc4c3)CC2c2ccccc2O)n1 (stereo not drawn)	6	60*	-2	0	14	8.6	9	28	6
COc1ccc(C2/C=C\CC(NS(=O)(=O)c3ccc(C)cc3)CC(=O)N2Cc2ccccc2F)cc1 (stereo not drawn)	-10	-30	-3	-6	11	0.5	/	/	4
CCCCC(CC)C(=O)NCc1ccccc1OC (stereo not drawn)	-3	-20	-2	-8	12	-0.1	4	-3	7
Cc1nc2ccccc2c(=O)n1NC(=O)c1ccccc1Cl	-28	-7	-2	-15	14	0.8	-2	-13	3
CCCNC(=O)CSc1nc(COc2ccccc2)nc2ccccc12	3	-27	-12	-3	7	0.8	3	12	10
COc1ccc2c(-c3ccccc3)cc(SCC(N)=O)nc2c1	-7	11	-1	3	17	1.1	3	-19	-3
Brc1ccc(-c2noc(CCc3ccccc3)n2)o1	-4	-6	-6	-18	7	-0.3	-3	1	3
CCCNC(=O)NC(=O)CSc1nc2cc(C(=O)OC)ccc2c(=O)n1-c1ccccc1	-1	-19	-2	-18	4	-0.1	1	-14	2
O=Cc1c(-c2ccc(F)cc2)nc2ccccn12	-8	2	-3	-7	2	-0.1	-1	-9	9
O=C(NC1CCSc2ccccc21)c1cc(S(=O)(=O)N2CCOCC2)ccc1F (stereo not drawn)	7	-3	-3	-8	-15	2.4	3	16	-4
CCOCCCNC(=O)C(c1ccccc1)N(Cc1ccc2c(c1)OCO2)C(=O)c1ccccc1O (stereo not drawn)	-8	-28	-10	-3	26	2.0	2	15	11
N#CC1=C2Sc3ccccc3N2CCCC1=O	-12	0	-3	1	7	0.2	6	-10	-1

Structure	CHO-K1 Ca antag	CHO parental Ca	CHRM1 agonist	CHRM1 antagonist	CHO-K1 Ca PAM	CHO-K1 Ca ag	TAAR1 ag	TAAR1 antag	CHRM1 PAM
Cc1ccc(S(=O)(=O)N/N=C/c2ccc(O)c(O)c2)cc1[N+](=O)[O-]	-4	18	-4	-7	8	0.3	-1	-11	10
Brc1cccc(CNCc2ccncc2)c1	-6	-6	-3	-18	4	0.1	9	-20	11
COc1cc(OC)c(N(C)S(=O)(=O)c2cccc(C(=O)NCc3cccs3)c2)cc1Cl	-7	/	-4	-5	11	1.9	2	-15	-1
Cc1ccc(C(O)(COC(=O)C(C)C)COC(=O)C(C)C)c(O)c1	-1	-1	-2	-10	-11	0.7	-1	2	-3
COC1=C(Nc2ccc(O)cc2)C(=O)c2ccccc2C1=O	-22	-1	-8	-14	21	-0.9	-3	-4	13
O=C(NC1CC1)c1ccc2c(c1)N(Cc1ccc(Cl)cc1)CCS2	8	-35	-1	-8	11	9.0	-4	-10	2
C#CCNC(=O)C[C@@H]1C[C@@]2(C(=O)OC)CCCCC=C2N(CCCCCCCC)C1=O	-7	/	/	/	-6	-0.1	-2	2	/
Cc1cccc(NC(=O)c2nc[nH]c2C(=O)N[C@H](C)CO)c1	4	/	2	-17	3	-0.6	3	-9	14
O=[N+]([O-])c1ccc(COn2nnc3ccccc32)cc1	-11	8	-7	18	4	-0.1	-1	-13	-12
COc1ccc(CN2C(=NC(=O)C3CC3)SC3CS(=O)(=O)CC32)cc1 (stereo not drawn)	-2	-1	0	-4	-8	0.9	4	-13	1
Cc1cccnc1NC(=O)c1ccc(Cl)c(S(=O)(=O)N2CCCCCC2)c1	-11	-12	-2	-17	8	2.8	0	11	8
CC(C)C1C(=O)N(Cc2cn(Cc3ccco3)nn2)CCS(=O)(=O)N1Cc1ccc(-c2ccccc2)cc1 (stereo not drawn)	-1	/	-1	-7	4	0.9	2	-27	7
CCn1c(=O)n(CC)c2cc(S(=O)(=O)Nc3ccccc3C)c(C)cc21	-12	-14	-2	-1	7	5.3	8	-6	-1
CC12CCC(=O)N1C(C(=O)Nc1nccs1)CS2 (stereo not drawn)	-8	/	-2	0	5	0.7	2	-6	-1
CCOCCCn1c(SCC(=O)N(C)C2CCS(=O)(=O)C2)nc2ccccc2c1=O (stereo not drawn)	2	-3	-6	7	-11	0.2	2	-31	-3
C/C=C/CSc1nc2c(c(=O)[nH]c(=O)n2C)n1CCC	-8	-12	-6	-28	18	-0.5	10	-8	5
Clc1cccc(-c2nc(NCCN3CCOCC3)c3ccccc3n2)c1	-2	-19	-3	16	11	6.3	17	64*	-6
CN(C)c1nc(N)nc(CSc2ncc(Cl)cc2Cl)n1	-5	-23	-4	-3	-6	0.5	1	11	3
CCn1c(C(=O)NCCCN2CCc3ccccc3C2)cc2sccc21	-20	-28	-14	11	7	-0.3	10	-4	-19
COc1ccc(N2CCN(C(CNS(=O)(=O)c3ccc4c(c3)OCCO4)c3ccco3)CC2)cc1 (stereo not drawn)	-7	-12	-4	-4	15	2.7	-1	-13	4

Entries of single compounds, quoted from the list. Screens in order: CHO-K1 Ca antag | CHO parental Ca | CHRM1 agonist | CHRM1 antagonist | CHO-K1 Ca PAM | CHO-K1 Ca ag | TAAR1 ag | TAAR1 antag | CHRM1 PAM
O=c1c2ccccc2nc2n1CCN2Cc1ccc(Cl)cc1 in the list: 7 | 2 | 5 | 10 | -3 | 13 | / | / | -12
C=CCn1c(SCC(=O)NC2CCCCC2)nnc1-c1sc(N)nc1C in the list: 13 | 13 | -4 | 8 | -6 | -0.1 | 6 | 1 | -3

(listing goes on)
Structure	CHO-K1 Ca antag	CHO parental Ca	CHRM1 agonist	CHRM1 antagonist	CHO-K1 Ca PAM	CHO-K1 Ca ag	TAAR1 ag	TAAR1 antag	CHRM1 PAM
Cc1ccc(C(=O)NNC(=O)COc2ccc(Cl)cc2C)o1	-15	-2	-4	1	7	0.7	-2	12	2
COc1ccc(C(=O)NC(=S)N(C)C2CCCCC2)cc1	-17	/	-2	-12	5	0.9	4	-17	6
O=C(O)c1ccc(N2C(=O)CSC2c2cccc([N+](=O)[O-])c2)cc1 (stereo not drawn)	-13	15	0	-14	11	0.3	10	0	3
Cc1cccc(NC(=O)CSc2ccc(-c3ccco3)nn2)c1C	-8	-10	0	-19	19	0.9	5	7	16
CCCn1c(SCC(=O)Nc2ccc(NC(C)=O)cc2)nc2c1c(=O)n(C)c(=O)n2C	-13	-5	-4	-5	-11	1.6	2	-5	4
CN1CCN(CC(=O)N(Cc2c(C#N)c3ccccc3n2C)c2ccccc2)CC1	-14	-17	-5	-10	10	0.8	1	11	5
Cc1cc(C(=O)COC(=O)c2ccc(N)c([N+](=O)[O-])c2)c(C)n1-c1ccc2c(c1)OCO2	13	24	-5	2	-12	2.3	0	32	-11
O=S(=O)(NCc1ccccc1Cl)c1ccc(-n2cnnn2)cc1	-6	-4	-4	-5	11	2.1	1	16	1
O=C(c1cnn2c(C(F)(F)F)cc(-c3ccco3)nc12)N1CCCCCC1	-6	-15	-2	-5	10	-0.1	3	-8	7
O=C(CSc1ncn[nH]1)Nc1cccc2ccccc12	1	-12	-4	-6	-1	-0.1	15	13	7
O=C(O)C/C(=C\c1ccc2c(c1)OCO2)c1nc2ccccc2s1	-7	-10	-4	-11	4	1.4	2	-14	7
O=C(O)CCc1nnc2n(Cc3ccc(F)cc3)c(=O)c3ccccc3n12	10	-6	1	-9	-2	-0.1	1	-6	12
C(=N\c1nccs1)/c1cccnc1	0	-5	-3	-13	7	0.9	7	-2	-2
Cc1cccc(NC(=O)C23CCC(C)(C2Br)C3(C)C)c1 (stereo not drawn)	-2	-24	-5	5	-7	0.0	7	-14	-3
Cc1cccc(OCCCC(=O)N2CCCc3ccccc32)c1C	-31	-31	-5	3	12	-0.1	6	20	0
CC1(C)SC(=S)N(/N=C/c2ccccc2)C1N(O)C(=O)Nc1ccc([N+](=O)[O-])cc1 (stereo not drawn)	10	21	4	-12	10	6.2	44*	-6	-7
O=C1C2ON(c3ccccc3)C(c3ccncc3)C2C(=O)N1c1ccccc1 (stereo not drawn)	1	-11	-5	-7	17	4.7	2	8	10
Cc1ccc(NNC(=O)C(=O)N2CCCCC2)cc1	9	-2	-5	-3	-9	0.5	9	7	8
